Screening data as filed in PubChem.
KCNK3 block: human KCNK3 channel inhibition, primary screen. hit rate 0.84% among 340,000. O14649. B-score at 10 µM. CHO-KCNK3 thallium flux, FluxOR fluorescence; stronger effect = lower value. AID 602410;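 active means B-score under library mean minus 4 SD, starting fluorescence ratio at most library mean plus 5 SD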;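 further: more negative B-score means stronger inhibition of thallium flux through KCNK3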
Target sequence (O14649 whole entry, looked up): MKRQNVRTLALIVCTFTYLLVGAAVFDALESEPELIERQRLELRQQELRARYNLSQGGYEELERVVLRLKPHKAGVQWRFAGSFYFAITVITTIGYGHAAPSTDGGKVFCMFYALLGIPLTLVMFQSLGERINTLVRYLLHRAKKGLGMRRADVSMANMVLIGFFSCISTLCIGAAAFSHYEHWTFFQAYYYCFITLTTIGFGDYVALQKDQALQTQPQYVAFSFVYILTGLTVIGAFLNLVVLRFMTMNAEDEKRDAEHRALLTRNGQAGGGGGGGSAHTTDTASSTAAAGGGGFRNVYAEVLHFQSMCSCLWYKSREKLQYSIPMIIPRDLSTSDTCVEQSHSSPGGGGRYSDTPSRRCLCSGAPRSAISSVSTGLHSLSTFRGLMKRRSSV
PolyA inhibitor: blocks polyadenylation in yeast reporter cells. hit rate 0.02% among 300,000. AID 1875. calls only at 12 µM. S. cerevisiae SKY197-pL101 polyadenylation reporter, beta-gal luminescence; efflux-impaired pdr1/pdr3 knockout yeast; score 100 = 6 SD above DMSO;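 active means lowest replicate activity score at least 50, where 100 means six control SD above control mean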;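 further: yeast exposed to compound for 9 h at 30 °C; higher score means more reporter readthrough which indicates perturbed polyadenylation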
GSK3B inh: human GSK3beta kinase inhibition. GST-GSK3beta kinase, ADP-Glo luminescence, 60 min; stronger effect = lower value. hit rate 0.038% among 300,000. activity score (negative = inhibition), % at 10 µM. AID 2097;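 active means more than half of replicate wells score below -50%, meaning over 50% inhibition versus plate controls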;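 further: 0% = median DMSO wells and -100% = median GW8510 positive control wells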
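Test system – GST-tagged human GSK3beta kinase, cell-free · Incubation – 60 min enzyme reaction, room temperature · Signal – ADP-Glo luminescence · Also added – peptide substrate and ATP at 25 µM · Controls – DMSO neutral wells and GW8510 at 20 µM as positive · Buffer or medium – Tris/MgCl2 kinase buffer · Measure – Luminescence-derived activity versus plate DMSO and GW8510 wells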
HDAC3 inhib: human HDAC3 inhibition. O15379. recombinant HDAC3, fluorogenic peptide/trypsin coupled, fluorescence. inhibition, % at 8.3 µM. hit rate 0.15% among 320,000; in the data active means inhibition above about 26%, passing the limit was not always enough
KCNQ1 block: human KCNQ1 channel inhibition; CHO-K1 KCNQ1, FluxOR thallium flux fluorescence; stronger effect = higher value; hit rate 1.3% among 310,000; P51787; AID 2642; B-score at 10 µM;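 active means compounds whose thallium flux B-score, printed positive for inhibition, exceeds three library SD while starting fluorescence stays within three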;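 further: channel opened by potassium depolarization with thallium stimulus after 20 min compound exposure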
Target sequence (P51787 whole entry, looked up): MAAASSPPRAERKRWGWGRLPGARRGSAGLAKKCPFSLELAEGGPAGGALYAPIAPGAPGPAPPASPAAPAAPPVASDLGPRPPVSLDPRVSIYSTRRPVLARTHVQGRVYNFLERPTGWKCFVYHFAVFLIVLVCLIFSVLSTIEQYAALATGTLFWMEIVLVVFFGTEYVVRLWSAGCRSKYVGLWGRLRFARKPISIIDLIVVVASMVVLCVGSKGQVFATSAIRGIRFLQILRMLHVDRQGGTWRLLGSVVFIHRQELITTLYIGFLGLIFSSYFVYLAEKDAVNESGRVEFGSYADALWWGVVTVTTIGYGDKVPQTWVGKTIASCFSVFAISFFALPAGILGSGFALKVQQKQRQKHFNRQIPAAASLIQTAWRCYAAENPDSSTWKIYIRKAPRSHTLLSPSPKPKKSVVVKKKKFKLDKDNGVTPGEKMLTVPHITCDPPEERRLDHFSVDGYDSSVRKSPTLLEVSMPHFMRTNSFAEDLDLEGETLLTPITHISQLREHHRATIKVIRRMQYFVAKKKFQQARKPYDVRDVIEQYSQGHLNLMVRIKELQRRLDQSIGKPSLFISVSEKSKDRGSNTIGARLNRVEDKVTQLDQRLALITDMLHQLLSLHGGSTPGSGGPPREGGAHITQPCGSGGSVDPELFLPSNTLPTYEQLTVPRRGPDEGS
RGS4 pot: potentiators or activators of RGS4 | HEK293 M3R/inducible RGS4, carbachol calcium flux Fluo4; stronger effect = lower value | B-score at 10 µM | hit rate 0.92% among 310,000 | AID 463111;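 active means B-score of the integrated calcium signal more than 4 SD below the library mean, with starting fluorescence not abnormally high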;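 further: negative B-score means reduced calcium response which marks RGS4 activation or potentiation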
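Material: Inducible-RGS4 HEK293 cells carrying M3 receptor; also added: carbachol at ECmax as muscarinic agonist stimulus; incubation: compound preincubation 20 min at room temperature before agonist; signal: Fluo4-AM (2 µM) calcium-flux fluorescence, kinetic read; measure: integrated calcium ratio converted to B score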
GSK3 alpha inh: inhibitors of human GSK-3 alpha kinase | P49840 | ADP-Glo luminescence, 60 min | inhibition, % at 10 µM | hit rate 0.1% among 320,000 | AID 2650;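 in the data active means inhibition above about 50%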;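 further: GST-tagged GSK-3 alpha with peptide substrate and 25 µM ATP; 0% = DMSO neutral wells and 100% = GW8510 positive control wells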
Dyrk1A ADPGlo: Dyrk1A (rat) kinase inhibition | Q63470 | ADP-Glo luminescence, NFATc1 peptide | inhibition, % at 12.5 µM | hit rate 0.43% among 310,000 | AID 504441; in the data active means inhibition above about 50%;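 further: plate controls were vehicle with enzyme for no effect and no enzyme for full effect; many of its hits are not listed in these tables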
hERG rescue: hERG (human) protection from proarrhythmic block; hit rate 0.51% among 310,000; CHO-hERG, FluxOR thallium flux, dofetilide IC70 present; Q12809; activation (rescue from dofetilide block), less the hit threshold, % at 10 µM; AID 1511;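 active means activation above the mean of controls blocked by dofetilide plus 5 SD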;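 further: thallium influx through hERG after potassium depolarization seen as dye fluorescence rise; in these data hits start at about 4.7%; inactives centre near -7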
KCNQ1 act: potentiates or activates the human KCNQ1 potassium channel; P51787; CHO-K1 KCNQ1, thallium flux FluxOR fluorescence; stronger effect = higher value; B-score at 10 µM; hit rate 0.35% among 310,000; AID 2648;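 active means fluorescence ratio B-score, a plate-corrected score, at least three library SD, with initial intensity B-score within 5 SD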
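Test system: CHO-K1 cells stably expressing KCNQ1 / Medium: assay buffer / Also added: depolarizing K+/Tl+ stimulus, K2SO4 and Tl2SO4 each 12.5 mM in 5x stock / Incubation: 90 min dye loading and 20 min compound exposure, both at room temperature / Signal: thallium influx via FluxOR fluorescence, kinetic imaging / Evaluation: B score of baseline-normalized fluorescence ratio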
KCNK9 block: inhibitors of human KCNK9 two-pore domain potassium channel. Q9NPC2. HEK293 KCNK9, FluxOR thallium flux fluorescence; stronger effect = lower value. B-score at 10 µM. hit rate 1.2% among 310,000. AID 488922;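 active means ratio B-score over 3 SD below the library mean, with starting fluorescence within 5 SD of its mean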;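 further: negative B-score means less thallium flux so channel inhibition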
Active calls of the source: *; i = inactive; · = not tested or not shown.

SMILES	KCNK3 block	PolyA inhibitor	GSK3B inh	HDAC3 inhib	KCNQ1 block	RGS4 pot	GSK3 alpha inh	Dyrk1A ADPGlo	hERG rescue	KCNQ1 act	KCNK9 block
CCOC(=O)C1CCCN(C(=O)Nc2ccccc2)C1 (stereo unspecified)	i	i	2.4	6.2	i	i	3.6	3.6	-8.0	i	i
Cc1ccc(S(=O)(=O)N2CCN(C(=O)CSC3CCCC3)CC2)c(C)c1	i	i	-4.6	2.9	i	i	-0.9	-2.5	-16.8	i	i
O=C(/C=C/c1ccc(F)cc1)c1ccccc1Br	i	i	0.8	4.5	i	i	0.2	-5.2	-4.8	i	i
CN=c1scc(C)n1/N=C/c1ccc(O)c(O)c1O	i	i	0.6	1.2	i	i	9.8	27.4	-5.9	i	i
O=S(=O)(Nc1ccc(-c2cnco2)cc1)c1ccccc1	i	i	4.7	9.8	i	i	-2.6	1.4	-1.9	i	i
O=C(COc1ccccc1)Nc1ccc2c(c1)nc1n2CCOC1	i	i	4.1	-0.4	i	i	-1.2	3.7	-6.1	i	i
CCN(CC)c1ccc(/C=N/NC(=O)c2ccc3c(c2)OCCO3)cc1	i	i	1.3	·	i	i	·	·	-6.7	i	i
COc1ccc(/C(N)=N/OC(=O)Cc2ccccc2)cc1	i	i	-1.7	-0.6	i	i	8.8	-1.0	-11.5	i	i
CC(=O)NCC1COc2ccccc2O1 (stereo unspecified)	i	i	-2.8	-6.1	i	i	-2.1	-0.7	-7.4	i	i
COc1ccc(-c2cc(CC3(C(=O)O)CCN(C(=O)OC(C)(C)C)CC3)on2)c(OC)c1	i	i	2.1	13.1	i	i	0.9	7.5	-8.3	i	i
CCC(=O)N1CCN(c2ccc(Cl)cc2NC(=O)c2ccc([N+](=O)[O-])o2)CC1	i	i	0.5	-1.1	i	i	-1.9	6.2	-6.7	i	i
CC(C)c1ccc(C2c3[nH]c4ccccc4c3C[C@H]3C(=O)N(c4ccccc4C(=O)N4CCC[C@H]4C(=O)O)C(=O)N23)cc1 (stereo partly specified)	i	i	0.1	10.9	i	i	-5.6	-4.9	-12.2	i	i
CCO[C@H]1OC(C(=O)NCc2ccccc2)=C[C@@H](C2CC2)[C@@H]1CCCO	i	i	-8.7	-4.1	i	i	1.1	2.1	-4.5	i	i
Cc1ccc(CNC(=O)CN(c2ccc(C)cc2)S(=O)(=O)c2c(C)n[nH]c2C)cc1	i	i	1.4	0.5	i	i	-0.1	-9.5	-5.2	i	i
CCN1CCN(CCNC(=O)Cn2c(=O)c3cccn3c3ccc(F)cc32)CC1	i	i	1.5	-2.7	i	i	1.3	4.6	-6.0	i	i
Cn1cc(/C=N/Nc2ccccc2)c2ccccc21	i	i	2.0	-9.0	i	i	0.0	·	-10.0	i	i
Cc1ccccc1C(=O)Nc1ccnn1C1CCN(Cc2ccc(CO)o2)CC1	i	i	-0.2	3.8	i	i	0.9	0.5	-7.2	i	i
COc1ccc(-c2n[nH]c(=S)n2Cc2ccccc2)cc1	i	i	-4.4	2.2	i	i	0.8	1.4	-5.6	i	i
CCN=C1S/C(=C/c2ccc(-c3ccc(F)cc3)o2)C(=O)N1CC	i	i	-2.8	6.6	i	i	-0.7	-1.1	-8.6	i	i
CCOC(=O)c1cnc(SCC(=O)Nc2nc(C)c(C)s2)nc1N	i	i	1.1	0.5	i	i	-1.9	3.4	-5.4	i	i
O=C(NC1CCCC1)C(c1ccccn1)N(C(=O)c1csnn1)c1ccc(F)cc1 (stereo unspecified)	i	i	2.0	-0.7	i	i	-0.4	-2.8	-4.0	i	i
O=C(NC(=S)N1CCCCCC1)c1ccccc1Cl	i	i	4.4	2.5	i	i	-2.3	2.0	3.2	i	i
COc1ccc(-c2csc(NC(=O)C3COc4ccccc4O3)n2)cc1OC (stereo unspecified)	-10.4*	i	-1.8	7.1	i	i	-2.2	4.6	-16.2	i	-16.1*
O=C(COC(=O)c1ccccc1NCCO)Nc1cc(C(F)(F)F)ccc1N1CCOCC1	i	·	4.2	-16.4	i	i	-1.8	8.5	-12.3	i	i
COc1ccc(S(=O)(=O)Oc2c(OC)cc(C(=S)N3CCOCC3)cc2OC)cc1	i	i	-3.7	0.3	i	i	0.2	14.6	-14.4	i	i
Cc1ccc(NC(=O)Cc2nnc(SCC(=O)NC3CCCC3)n2C)cc1	i	i	1.3	10.4	i	i	1.5	1.7	-5.3	i	i
O=[N+]([O-])c1c(Nc2ccc(O)cc2)cc(Cl)c2nonc12	-11*	i	-1.0	6.5	9*	i	8.5	12.3	-29.8	i	i
CCn1cc(C2C(C(=O)Nc3cc(C)ccn3)=C(C)NC3=C2C(=O)CC(C)(C)C3)c(C)n1 (stereo unspecified)	i	i	-1.5	-15.1	i	i	1.8	1.0	-6.8	i	i
O=C(CCc1ccccc1)OCCOC(=O)CCc1ccccc1	i	i	0.1	3.8	i	i	-1.7	-8.8	-9.0	i	i
Cc1c(-c2c(C#N)c(N)nc3c2CCCCCC3)cnn1C	i	i	2.3	-1.4	i	i	-0.1	-1.0	-1.1	i	i
N#CC1(C#N)[C@@H](C(=O)C23CC4CC(CC(C4)C2)C3)C12CCOCC2	i	i	2.3	4.1	i	i	-2.0	4.7	-5.7	i	i
CN(C)CCN1C(=O)C(=O)/C(=C(/O)c2ccc(F)cc2)C1c1ccccc1 (stereo unspecified)	i	i	2.3	6.1	i	i	-2.1	1.7	-4.0	i	i
COc1ccc(NC(=O)NC(C)C2CC3CCC2C3)cc1 (stereo unspecified)	i	i	-3.5	0.4	i	i	-6.6	-4.1	-7.1	i	i
CC/C(Cc1ccccc1)=N\NC(=O)c1cc(C)oc1C	i	i	-1.2	-9.6	i	i	0.0	-0.4	1.8	i	i
CCCOc1ccc(/C=C/C(=O)NCc2ccccc2)cc1	i	i	1.1	-5.5	i	i	-1.0	-1.7	-3.7	i	i
Cc1ccc(/C=N/NC(=O)Cn2nccc2C)o1	i	i	2.9	9.8	i	i	1.1	-5.5	-6.0	i	i
N/C(=N\OC(=O)CCCCCN1C(=O)c2ccccc2C1=O)c1ccccn1	i	i	1.0	5.5	i	i	-1.5	·	-10.5	i	i
Cc1ccc(OC(C)C(=O)Nc2ccc(C)c(S(=O)(=O)Nc3ccc(C)cc3C)c2)cc1 (stereo unspecified)	i	i	1.4	13.3	i	i	-1.0	-3.0	-4.8	i	i
O=C(COC(=O)c1cc(-c2cccs2)nn1-c1ccccc1)Nc1ccc(Cl)c([N+](=O)[O-])c1	i	i	0.8	4.8	i	i	-0.7	-4.3	-19.9	i	i
CC(C)COP(=O)(c1ccc(N(C)C)cc1)C(O)c1ccccn1 (stereo unspecified)	i	i	3.7	-0.7	i	i	2.1	-1.9	-13.1	i	i
Cc1ccc(C)c2nc(SCC(=O)Nc3ccc4c(c3)OCO4)c(C#N)cc12	i	i	1.3	2.4	i	i	-1.1	3.2	1.2	i	i
O=C(Nc1cccc(F)c1)N1CCC(c2ccccc2)CC1	i	i	0.3	14.1	i	i	-2.5	-3.9	-5.7	i	i
O=C(O)c1cc([N+](=O)[O-])ccc1NCCCc1ccccc1	i	i	-0.3	2.9	6*	i	18.3	6.8	-10.4	i	i
CN1c2ccccc2Sc2cc(N)ccc21	i	i	2.8	-12.7	i	i	-2.1	·	-10.8	i	i
O=C(O)CC/C(=N/Nc1ncc(C(F)(F)F)cc1Cl)C(=O)O	i	i	0.4	3.6	i	i	-1.7	-3.9	-3.6	i	i
Cn1c(COc2ccc([N+](=O)[O-])cc2)nnc1SCC(=O)NCC1CCCO1 (stereo unspecified)	i	i	3.4	2.0	i	i	1.4	-2.1	-4.3	i	i
O=S(=O)(/C(=C/c1ccc(C(F)(F)F)cc1)c1nc2ccccc2[nH]1)c1ccccc1	i	i	1.4	11.6	i	i	-2.2	-7.3	-19.0	i	i
Cc1ccc(NC(=O)CN(C)S(=O)(=O)c2cccc3cccnc23)cc1F	i	i	1.0	3.0	i	i	1.2	-3.4	-12.6	i	i
Clc1cccc(Cl)c1C1=NOC(c2nnc(-c3ccccc3)o2)C1 (stereo unspecified)	i	i	2.7	-0.2	i	i	2.2	5.0	-8.0	i	i
c1csc(CNc2ncnc3sccc23)c1	i	i	1.1	0.0	i	i	-2.6	-0.1	-12.8	i	i
COCCCN=Cc1c(C)[nH]n(-c2ccc(Br)cc2Br)c1=O	i	i	-0.2	5.1	i	i	-5.9	-0.8	-6.0	i	i
COc1cccc(CNC(=O)CCC(=O)N2Cc3cccc(OC)c3Oc3ncccc32)c1OC	i	i	0.4	3.3	i	i	·	·	-6.8	i	i
C=CCN(CC=C)Cc1c(O)ccc2c1oc(=O)c1ccccc12	i	i	-0.2	3.0	i	i	1.5	31.3	-0.7	i	i
Cc1cccc(NS(=O)(=O)c2ccc(C)c(C(=O)OCC(=O)Nc3cc(C)on3)c2)c1	i	i	-3.0	-11.2	i	i	2.3	2.3	-3.8	i	i
COc1ccc(-c2nnc(SCC(=O)Nc3cc(C)on3)n2N)cc1OC	i	i	1.7	-0.5	i	i	2.5	0.4	-9.7	i	i
CC(Oc1cc2oc(=O)c3c(c2cc1Cl)CCCC3)C(=O)NCCN1CCOCC1 (stereo unspecified)	i	i	3.9	1.3	i	i	-0.7	-1.3	-8.8	i	i
Nc1nc2n(n1)C(c1ccccc1)CC(c1ccc(F)cc1)N2 (stereo unspecified)	i	i	-24.0	-2.2	i	i	-1.2	1.6	-8.1	i	i
COCCN1C(=S)N[C@@H](c2cccc(F)c2)C(C(=O)OC)=C1C	·	i	2.5	6.5	i	i	0.6	·	-15.4	i	i
CCn1c(SCc2cccc(OC)c2)nc2ccccc2c1=O	-10.5*	i	-1.2	-3.8	i	i	3.0	-6.9	-14.5	i	i

Random excerpt: 2 records from the list, in no set order.
SMILES	KCNK3 block	PolyA inhibitor	GSK3B inh	HDAC3 inhib	KCNQ1 block	RGS4 pot	GSK3 alpha inh	Dyrk1A ADPGlo	hERG rescue	KCNQ1 act	KCNK9 block
Cc1ccc(C)c2nc(SCC(=O)Nc3ccc4c(c3)OCO4)c(C#N)cc12	i	i	1.3	2.4	i	i	-1.1	3.2	1.2	i	i
O=S(=O)(/C(=C/c1ccc(C(F)(F)F)cc1)c1nc2ccccc2[nH]1)c1ccccc1	i	i	1.4	11.6	i	i	-2.2	-7.3	-19.0	i	i

These rows are one share of the data. The share of hits here may be higher or lower than overall.
